LmPK inh: qHTS Assay for Inhibitors of Leishmania Mexicana Pyruvate Kinase (LmPK) | AID 1721, 2009 | purified LmPK, Kinase-Glo ATP luminescence, 1 h | Q27686 | Potency, µM (highest dose often 57.5 µM), without a hit: top-dose activity change, negative = inhibition, hits mostly inhibitors | actives 0.37% (n = 290,000); also: potency is read from the fitted curve at half-maximal effect; % is scaled to controls: 0 for no effect and ±100 for the full control effect
Target sequence (Q27686 whole entry, looked up): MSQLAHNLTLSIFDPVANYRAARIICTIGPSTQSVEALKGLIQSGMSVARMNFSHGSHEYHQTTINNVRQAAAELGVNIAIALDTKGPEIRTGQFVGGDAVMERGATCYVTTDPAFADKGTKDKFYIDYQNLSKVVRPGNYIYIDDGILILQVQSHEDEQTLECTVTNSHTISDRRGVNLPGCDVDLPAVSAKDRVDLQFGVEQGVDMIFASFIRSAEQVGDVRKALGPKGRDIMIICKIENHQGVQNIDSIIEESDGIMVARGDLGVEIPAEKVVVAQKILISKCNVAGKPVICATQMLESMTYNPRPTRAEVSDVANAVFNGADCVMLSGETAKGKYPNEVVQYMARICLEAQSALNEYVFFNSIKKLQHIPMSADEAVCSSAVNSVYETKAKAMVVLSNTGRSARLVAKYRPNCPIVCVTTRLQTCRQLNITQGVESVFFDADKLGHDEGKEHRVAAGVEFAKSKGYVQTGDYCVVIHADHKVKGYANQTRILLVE
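Purified LmPK (0.1 nM) with 0.5 mM PEP and 0.1 mM ADP in imidazole buffer pH 7.2 with MgCl2/KCl, 1 h at room temperature. ATP formed was read by luciferase luminescence and normalized to no-enzyme and uninhibited controls.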
Tb PYK inh: qHTS of Trypanosoma Brucei Inhibitors; TbPYK enzyme, Kinase-Glo Plus ATP luminescence, 45 min; Potency, µM (titrated, usually from 76.8 µM), for inactives: top-dose activity, negative = inhibition, most hits filed as inhibitors; pyruvate kinase (Trypanosoma brucei), Q57TT1; actives 0.12% (n = 410,000); also: potency is read from the fitted curve at half-maximal effect; % is scaled to controls: 0 for no effect and ±100 for the full control effect; nearly all actives have a fitted effect of over 50% in size
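Assay buffer: 50 mM TEA pH 7.2, 100 mM KCl, 10 mM MgCl2, 0.05% BSA, 0.01% Tween-20. Pyruvate kinase from T. brucei plus substrate met compound, then ADP (130 uM final). Luminescence was read post 45 min RT.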
Cycloheximide cs: Cycloheximide Counterscreen for Small Molecule Inhibitors of Shiga Toxin. max response, %. actives 12% (n = 300,000). cell reporter, cycloheximide protein synthesis inhibition counterscreen; in the data active = max response mostly above about 13%, no sharp cut-off; inactive = mostly below about 14%; also: read at 38.3 µM for the half of the compounds with a filed dose; 0% is about no effect
AMA1 RON2 block: qHTS for Inhibitors of AMA1-RON; Towards Development of Antimalarial Drug Lead: Primary Screen; Plasmodium falciparum AMA1 (3D7) - RON2 peptide interaction; AlphaScreen AMA1-biotinylated RON2 peptide binding; Potency, µM (series often up to 58.2 µM), for inactives: top-dose activity change, negative = inhibition, hits mostly inhibitors; actives 0.2% (n = 360,000); AID 720542, 2013;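 also: potency is read from the fitted curve at half-maximal effect; 0% = vehicle wells and -100% = peptide control; nearly all actives have a fitted effect of over 45% in size; some results filed as inactive show a strong effect at the top dose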
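AMA1 (3D7) with his tag at 25 nM final met compounds first, then biotinylated RON2 peptide at 25 nM; detection used donor plus acceptor beads, 10 µg/mL apiece, read by AlphaScreen after 30 min at room temperature.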
Pf growth 96h: Primary qHTS for delayed death inhibitors of the malarial parasite plastid, 96 hour incubation | P. falciparum luciferase reporter growth, 96 h | actives 6.9% (n = 320,000) | Potency, µM (series often up to 28.7 µM), for the others: top-dose activity change, negative = inhibition, actives largely listed as inhibitors | AID 504834, 2011; also: potency is read from the fitted curve at half-maximal effect; % is scaled to controls: 0 for no effect and ±100 for the full control effect
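Compounds incubated with erythrocytes infected by luciferase-expressing P. falciparum (2% hematocrit, 0.05% parasitemia final) for 96 hours, 37 C in 5% CO2. Growth inhibition scored as decreased luciferase luminescence.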
Shiga inhibitor: A qHTS for Small Molecule Inhibitors of Shiga Toxin. actives 9.2% (n = 290,000). inhibition, % at 38.7 µM. AID 2315, 2010. Vero cells, Shiga toxin protein synthesis inhibition reporter; in the data active = inhibition mostly above about 28%, no sharp cut-off; inactive = mostly below about 43%; also: 0% is about no effect
Pf growth 48h: Primary qHTS for delayed death inhibitors of the malarial parasite plastid, 48 hour incubation. actives 5.9% (n = 310,000). P. falciparum luciferase growth in erythrocytes, 48 h. Potency, µM (highest dose often 28.7 µM), for inactives: at the highest dose activity change, negative = inhibition, actives largely listed as inhibitors; also: potency is read from the fitted curve at half-maximal effect; % is scaled to controls: 0 for no effect and ±100 for the full control effect
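Cell-based growth assay: transgenic P. falciparum expressing firefly luciferase, cultured in red cells within RPMI 1640 containing 0.5% w/v Albumax, 24 mM bicarbonate and gentamycin. A drop in luciferase activity indicates inhibition.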
Starred values were filed as active, the others as inactive; i = inactive; ? = inconclusive; nt = no result given; [ ] = remark or other dose. Unless noted, calls follow the shape of the dose curve; as a rule, active = well fitted curve in the direction sought with a large enough effect; inconclusive = small, poorly fitted or top-dose-only effect, or another doubt; inactive = no such curve, though single readings can be large; an effect the other way counts as inactive or inconclusive. Random draw from the library. About 21% of those tested had a hit in this group.

SMILES	LmPK inh	Tb PYK inh	Cycloheximide cs	AMA1 RON2 block	Pf growth 96h	Shiga inhibitor	Pf growth 48h
O=C(CN1CC(c2ccccc2)CC1=O)NCc1ccc(F)cc1 (centres undefined)	2%	9%	-3	0%	4.1µM*	-6	21%
Cc1ccc(N(C(=O)CCC(=O)Nc2ccccn2)C(C(=O)NC(C)C)c2ccc(F)cc2)cc1 (centres undefined)	-3%	-4%	-3	19%	5%	-8	-13%
CC(C)CN(CC(C)C)C(=O)Nc1cccc([N+](=O)[O-])c1	-2%	-3%	-2	-12%	?	23	?
Cc1ccc(C(=O)NNC(=O)C(C)Oc2ccccc2F)cc1S(=O)(=O)N1CCOCC1 (centres undefined)	nt	-3%	nt	26%	-22%	nt	1%
COc1ccc(-c2nnc(SCC#N)o2)cc1	-2%	2%	15*	-6%	-19%	37	62%[activator]
Cc1ccc(S(=O)(=O)NCCNc2ccc([N+](=O)[O-])cc2C(F)(F)F)cc1	3%	4%	-1	2%	4.1µM*	-12	10µM*
Cc1cc(C(=O)Cn2nc(C(=O)O)c3ccccc3c2=O)c(C)n1-c1ccccc1	1%	-1%	59*	-18%	103%[activator]	95*	99%[activator]
CCc1ccc(-c2nc(NC(=S)NC(=O)c3cccs3)sc2C)cc1	3%	0%	-1	17%	36%[activator]	-5	nt
Cc1ccc(C)c(NC(=S)NC(NC(=O)Cc2ccccc2)C(Cl)(Cl)Cl)c1 (centres undefined)	3%	-8%	-3	-11%	nt	-16	?
COc1cccc(CNC(=O)CCC(=O)N2CC(C)Oc3ccccc32)c1OC (centres undefined)	-5%	3%	1	-7%	5.2µM*	-4	17%
CCOc1ccc(CCNC(=O)c2ccc(OCc3c(C)noc3C)cc2)cc1OCC	nt	4%	nt	-22%	7.4µM*	nt	?
O=C(O)c1ccc(NC(=O)c2ccccc2NC(=O)c2cccc(F)c2)cc1	0%	2%	-3	16%	?	nt	4%
O=c1c2ccccc2nc(CSc2nnnn2-c2ccccc2)n1-c1ccccc1Cl	5%	-3%	-5	3%	12µM*	-2	?
O=[N+]([O-])c1ccc(O)c(CN2CCCCCC2)c1	-1%	-20%	-2	-11%	3%	nt	2%
Cc1cccc(-n2c(-c3csc(C)c3C)n[nH]c2=S)c1	11µM*	?	1	39%[activator]	-20%	18	-3%
Cc1ccc(-c2nnc(N3CCN(C(=O)c4ccco4)CC3)c3ccccc23)cc1	6%	-5%	-2	-14%	nt	-12	?
Cc1c(Cl)cccc1-n1ccnc1SCC(=O)O	-2%	2%	0	-5%	0%	17	9%
CCN(CC)S(=O)(=O)c1ccc2c(c1)N(CC(=O)NCc1ccccn1)C(=O)CO2	5%	2%	-2	53%[activator]	-6%	25	29%
O=S(=O)(c1ccc(Oc2ccc(Br)cc2F)nc1)N1CCCCC1	-2%	2%	7	10%	?	-3	14%
Cn1c(O)c(C=NC(CC(N)=O)C(=O)O)c(=O)n(C)c1=O (centres undefined)	1%	nt	-2	nt	-7%	19	48%[activator]
Cc1cc(C)cc(NC(=O)c2ccc(CNc3c(N4CCCC4)c(=O)c3=O)cc2)c1	3%	-1%	8	-8%	0.52µM*	15	?
CC(O)CNc1nc2c(c(=O)n(Cc3ccccc3)c(=O)n2C)n1C (centres undefined)	-7%	-2%	-2	-3%	-21%	0	nt
CC(=O)NCCCC(=O)NN1C(=S)N(Cc2ccccc2)C(=O)C1CC(=O)Nc1cccc(C)c1 (centres undefined)	-1%	0%	-1	9%	6%	-2	-24%
O=C(Nc1cccc(Cl)c1N1CCCCC1)c1ccc2c(c1)OCCO2	2%	2%	-3	-5%	1%	-14	?
Cc1ccc(Nc2nc(N)nc(COC(=O)c3ccc(Br)o3)n2)cc1	nt	0%	nt	-19%	62%[activator]	nt	26%

(next part)
SMILES	LmPK inh	Tb PYK inh	Cycloheximide cs	AMA1 RON2 block	Pf growth 96h	Shiga inhibitor	Pf growth 48h
CCOC(=O)[C@H](CCc1ccccc1)N[C@@H](C)C(=O)N1C(C(=O)O)C[C@@H]2CCC[C@@H]21 (some centres undefined)	nt	-1%	nt	-2%	15%	nt	-9%
CC1CCCC(C)N1S(=O)(=O)c1ccc(NC(=O)CCN2C(=O)C3CC=CCC3C2=O)cc1 (centres undefined)	nt	-1%	nt	9%	0%	nt	?
O=C(CSc1ncnc2c1sc1ccccc12)Nc1ccc(Br)cc1	0%	8%	-2	23%	13µM*	-6	-2%
Cc1ncoc1C(=O)NC1CC(C)(C)Cc2c1cnn2-c1ccccc1 (centres undefined)	-3%	9%	12	-22%	?	11	-18%
CC(=O)Cc1nsc(NC(=O)c2ccc(-c3ccc(Cl)c(Cl)c3)o2)n1	5%	5%	12	89%[activator]	?	-7	-1%
O=C(Nc1ccc(N2CCCCCC2)cc1)c1cccc(S(=O)(=O)N2CCOCC2)c1	nt	-16%	nt	?	10µM*	nt	13µM*
O=C(CSc1ccc(-c2cccs2)nn1)N1CCCCC1	-20%	?	46*	11%	-29%	52*	99%[activator]
S=C(NCc1cccs1)Nc1cccc(Cl)c1Cl	4%	-2%	29*	34%[activator]	-6%	45*	25%
C/C=C/c1ccc(OCCCCOc2ccc(OC)cc2)c(OC)c1	-2%	-4%	-3	31%[activator]	30%	-4	-16%
CCC(C)[C@H](NC(=O)NCc1ccco1)C(=O)O (some centres undefined)	0%	-5%	-11	-1%	nt	-17	6%
CCOc1ccccc1NC(=O)/C(C#N)=C/c1c(C)nn(-c2ccc(F)cc2)c1Cl	-4%	2%	47*	7%	21%	85*	-16%
O=C(COC(=O)c1cc(Br)ccc1Cl)NC1CCCC1	12%	0%	10	2%	24%	17	12%
CCOC(=O)C1CCCN(C(=S)Nc2cccc(Cl)c2)C1 (centres undefined)	2%	4%	-2	0%	i	-8	10%
CCOc1cc(C2Nc3ccccc3NC3=C2C(=O)CC(C)(C)C3)ccc1O (centres undefined)	-3%	-29%	14*	60%[activator]	408%[activator]	7	-22%
O=C(CCC(=O)N1CCOc2ccccc21)Nc1ccccc1Br	2%	0%	1	-10%	29%	-5	11%
CCN(c1ccccc1)S(=O)(=O)c1cc(C(=O)O)ccc1C	13%	-10%	-4	30%[activator]	?	-11	2%
O=C(Nc1ccc(NC(=O)c2ccc(Cl)cc2Cl)cc1)c1cccs1	1%	0%	1	15%	?	5	6%
O=C(NCc1ccc2c(c1)OCO2)C1CC(c2ccc(Cl)cc2)=NO1 (centres undefined)	1%	5%	1	3%	6%	-11	0%
COc1cc2c(cc1NC(=O)CCC(=O)O)oc1ccccc12	0%	-3%	4	-5%	?	1	28%
Cc1ccc(C(=O)N(CC(=O)NC2CCCCC2)c2ccccc2F)s1	9%	-3%	2	-1%	-2%	-5	-16%
Cc1ccc2[nH]c3c(c2c1)CCC3=O	-4%	5%	10	-9%	-11%	16	-2%
COc1ccc(OC)c(NC(=O)CSc2nc3ccccc3c(=O)n2CC2CCCO2)c1 (centres undefined)	-4%	5%	8	2%	?	-7	?
COc1cc2c(cc1NC(=O)Cc1ccc(C)cc1)oc1ccccc12	-3%	-5%	73*	3%	-29%	93*	70%[activator]
O=C(CNC(=S)NC(=O)c1ccco1)c1ccccc1	3%	3%	37*	30%	23%	75*	31%[activator]
CCC(C)(C)n1nnnc1C(c1cccnc1)N1CCN(c2cccc(C(F)(F)F)c2)CC1 (centres undefined)	0%	-1%	-3	-5%	0%	-16	9.3µM*

Further compounds follow.
SMILES	LmPK inh	Tb PYK inh	Cycloheximide cs	AMA1 RON2 block	Pf growth 96h	Shiga inhibitor	Pf growth 48h
O=C(c1ccc(S(=O)(=O)N2CCCCCC2)cc1)N(c1ccccn1)C1CCCCC1	0%	4%	12	-5%	?	12	-7%
COc1ccc(C2(C)NC(=O)N(CC(=O)Nc3ccc4c(c3)OCO4)C2=O)cc1OC (centres undefined)	1%	-3%	-3	-19%	?	17	-7%
COc1ccc(OC)c(C2C(C#N)=C(N)Oc3cc(C)[nH]c(=O)c32)c1 (centres undefined)	-2%	1%	-2	1%	nt	-12	0%
COc1ccc2c(-c3cccnc3)cc(=O)[nH]c2c1	4%	1%	2	3%	5%	-11	3%
CCCCN(CCCC)CCNC(=O)CN1C(=O)COc2ccc(S(=O)(=O)N3CCC(C)CC3)cc21	1%	-4%	-3	-2%	?	13	-19%
Cc1cccc(NC(=O)NNC(=O)c2cc(-c3ccccc3Cl)nc3ccccc23)c1	1%	4%	-1	19%	?	-2	0%
NC1=NC(=O)/C(=C/c2cccc(-c3ccc(S(N)(=O)=O)cc3)c2)S1	-12%	-9%	-1	-6%	83%[activator]	-11	39%[activator]
Cc1nnc(SCCn2c(Br)nc3c2c(=O)[nH]c(=O)n3C)s1	-2%	6%	-1	1%	?	-7	-11%
CC(=O)N1CCN(c2nc3ccc([N+](=O)[O-])cc3s2)CC1	2%	0%	10	7%	46%[activator]	3	91%[activator]
CCOc1ccc2nc(N=Nc3c(O)[nH]c(=O)[nH]c3=O)sc2c1	?	-17%	9	7%	205%[activator]	-5	104%[activator]
O=C(CC1C(=O)NCCN1C/C=C/c1ccccc1)NCCc1ccncc1 (centres undefined)	3%	5%	-2	10%	27%	-1	-10%
CC(=O)CCn1c(=O)n(CCC(C)=O)c(=O)n(CCC(C)=O)c1=O	8%	3%	2	17%	?	3	2%
COc1cc(C(=O)OCC(=O)NC2CC2)ccc1OCCC(C)C	nt	7%	nt	5%	?	nt	?
CCNC(=O)CCn1nc(-c2ccc(Cl)cc2)c2ccccc2c1=O	0%	0%	-1	6%	?	-7	?
C=CCN1CC[C@]23c4c5ccc(O)c4OC2C(=O)CC[C@@]3(O)C1C5 (some centres undefined)	-4%	-1%	-3	10%	83%[activator]	1	-8%
C=C1C(C(=O)Nc2ccc(OCC)cc2)C1C(=O)Nc1ccc(OCC)cc1 (centres undefined)	6%	3%	-3	24%	-16%	15	-11%
COC(=O)c1c(N)n(-c2ccc(NC(C)=O)cc2)c2nc3ccccc3nc12	-4%	2%	-2	-7%	nt	15	?

Complete entries, looked up by structure. Order of values: LmPK inh | Tb PYK inh | Cycloheximide cs | AMA1 RON2 block | Pf growth 96h | Shiga inhibitor | Pf growth 48h
COc1ccc(OC)c(C2C(C#N)=C(N)Oc3cc(C)[nH]c(=O)c32)c1 (centres undefined) reads -2% | 1% | -2 | 1% | nt | -12 | 0%
CCCCN(CCCC)CCNC(=O)CN1C(=O)COc2ccc(S(=O)(=O)N3CCC(C)CC3)cc21 reads 1% | -4% | -3 | -2% | ? | 13 | -19%
CCNC(=O)CCn1nc(-c2ccc(Cl)cc2)c2ccccc2c1=O reads 0% | 0% | -1 | 6% | ? | -7 | ?
CCOc1ccc2nc(N=Nc3c(O)[nH]c(=O)[nH]c3=O)sc2c1 reads ? | -17% | 9 | 7% | 205%[activator] | -5 | 104%[activator]
